# Screens from PubChem.
# CD40 NFkB inh = CD40 pathway inhibition in BL2 cells | AID 1053188 | hit rate 0.94% among 83,000 | inhibition, % at 10 µM | BL2 NF-kB luciferase reporter, CD40L-induced, 4 h;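 active = mean inhibition of at least 50% with a set share of replicates also reaching that level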;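 note: 0% = neutral control wells and 100% = IKK inhibitor VII at 50 µM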
# The depositor's hits bear a star; [ ] = dose if it differs, or a comment.
mol | CD40 NFkB inh
CNC(=O)OCc1nc(SSC(C)(C)C)n(C)c1COC(=O)NC | 96.1*
C/C(=N\NC(=O)c1ccoc1C)c1ccccc1 | -84.9
Cn1c(SCC(=O)NC2CCS(=O)(=O)C2)nc2ccccc21 (stereo not drawn) | 1.2
COc1ccc(Cc2nc(-c3ccc(-n4cccc4)cc3)no2)cc1 | -11.3
O=C(N1CCN=C1SCc1cccnc1)C12CC3CC(CC(C3)C1)C2 | 17.2
CCN(CC)S(=O)(=O)c1ccc(C(=O)NC(=S)N2CCN(c3ccccc3O)CC2)cc1 | -9.4
COCC(=O)N1CCCCN2[C@@H](CO)[C@@H](c3ccc(-c4ccc(OC)cc4)cc3)[C@@H]2C1 | 4.5[25 µM]
CCN(CC)CCCn1c(SCC(=O)NCC2CCCO2)nc2ccccc2c1=O (stereo not drawn) | 5.1
CCOC(=O)c1c(C)[nH]c(C(=O)OCC(=O)Nc2cc(C)nn2-c2ccccc2)c1C | 4.1
CCn1c(SCC(=O)N(C)c2c(N)n(Cc3ccccc3)c(=O)[nH]c2=O)nnc1-c1cccs1 | 0.7
CCC(C)[C@H](NC(=O)NCc1cccs1)C(=O)O (stereo partly drawn) | 1.6
CNC[C@H]1Oc2ccc(NC(C)=O)cc2C(=O)N(C)C[C@@H]1C | 5.2
COc1ccc(CCNc2nc3ccccc3n3nnnc23)cc1OC | -10.5
O=c1c2[nH]c3ccccc3c2ncn1CCC1=CCCCC1 | -18.5
COc1cccc(C#Cc2ccc([C@@H]3[C@H](C#N)N(C(=O)c4ccccn4)[C@H]3CO)cc2)c1 | -4.7[25 µM]
CCCOc1ccc(C(=O)CCC(=O)OCC(=O)N(CC)c2c(N)n(Cc3ccccc3)c(=O)[nH]c2=O)cc1 | -45.7
O=C(Nc1cccc(F)c1)Nc1c[nH]c(=O)[nH]c1=O | 8.2
Cc1ccc2nc(C(C)O)[nH]c2c1 (stereo not drawn) | -0.3
O=C(Nc1ccccc1)OCCNC(=O)c1ccccc1 | -8.1
Cc1cnc(NC(=O)COc2ccccc2)s1 | -63.1
COCCNC(=O)C1CCCN(Cc2ccc(Cl)cc2)CC1 (stereo not drawn) | 3.4
N#C[C@@H]1[C@@H](c2ccc(-c3cccc(F)c3)cc2)[C@@H](CO)N1C(=O)NC1CCCC1 | 5.6[25 µM]
CCC(=O)N1CC[C@@H]2[C@H]1c1cc(-c3ccc(F)cc3)ccc1N(C)[C@H]2CO | -1.4[25 µM]
O=C(CCC(=O)c1ccccc1)NC1CCCN(Cc2ccccc2F)C1 (stereo not drawn) | 11.5
Cc1ccc(S(=O)(=O)NCC[C@@H]2CC[C@H](NC(=O)c3cccnc3)[C@@H](CO)O2)cc1 | -2.0[25 µM]
O=C(C[C@H]1C[C@@H]2c3cc(NC(=O)Cc4ccncc4)ccc3O[C@@H]2[C@H](CO)O1)NCc1ccc(-c2ccccc2)cc1 | 4.2[25 µM]
O=C1Nc2ccccc2C(O)(C(=O)NCc2ccc3c(c2)OCO3)N1c1ccccc1 (stereo not drawn) | 7.2
c1ccc(-n2ncc3c2ncn2c(C4CCCCC4)nnc32)cc1 | -46.0
COc1cccc(C2CC(=O)Nc3cc(C)c(C)cc32)c1 (stereo not drawn) | 3.4
CCOc1ccc(NC(=O)COc2ccc(C(=O)NCc3cccnc3)cc2OC)cc1 | 4.4
N#C[C@@H]1[C@H](c2ccccc2C2=CCCCC2)[C@H](CO)N1S(=O)(=O)c1cccc(F)c1 | 10.6
O=C(C[C@H]1CC[C@H]2[C@@H](COC[C@@H](O)CN2Cc2nccs2)O1)N1CCC(Cc2ccccc2)CC1 | 16.5[25 µM]
COc1cccc(C(=O)NC(=O)Nc2cc(C)[nH]n2)c1 | -57.6
CC(=O)NS(=O)(=O)c1ccc(NC(=O)COc2cccc3c2OC(C)(C)C3)cc1 | 12.2
COc1cccc(CN2CCN(C(=O)C3CCC(=O)N(C4CCCC4)C3)CC2)c1 (stereo not drawn) | 20.0
CCCCCCNC(=O)Cc1nc2nc(C)cc(C)n2n1 | 12.1
COc1ccc(N(C)C(=O)Cc2c(C(=O)O)n(C)c3ccccc23)cc1 | 7.1
CCOc1cc(C(=O)NCc2ccccc2)ccc1OCC(=O)N1CCCCC1 | 14.0
Cn1c(=O)n(C)c2cc(NS(C)(=O)=O)ccc21 | 8.6
CCC(=O)N1[C@@H]2c3ccc(-c4ccccc4F)c(=O)n3C[C@H]1[C@H](CO)[C@H]2C(=O)NC1CCCC1 | -4.9
O=C(CNc1ccc(Br)cc1)Nc1ccc(S(=O)(=O)N2CCCC2)cc1 | -4.5
COc1cc(-c2nnc(-c3cccnc3)o2)cc(OC)c1OC | 16.3
COCCn1cc(C(=S)N2CCCCC2)c2ccccc21 | 1.6
CCOC(=O)Cc1nnc2c(Nc3ccc(C)cc3)nc3nonc3n12 | 10.7
CC(C)NC(=O)COC(=O)c1cc(F)c(F)cc1Cl | 0.1
CC(=O)OCC(=O)Nc1ccc(C(C)=O)cc1 | 4.4
COc1cccc(CNc2nc3cc(-c4csc5ccccc45)sc3c(=O)n2C)c1 | -13.6
O=C(COc1ccc(Cl)cc1)N1N=C(c2cccs2)CC1c1ccco1 (stereo not drawn) | -4.1
O=C(CSc1nc2ccccc2c(=O)n1CC1CCCO1)NCc1ccc2c(c1)OCO2 (stereo not drawn) | 15.4
CN(C)CC(=O)N1[C@H](C(=O)Nc2nccs2)[C@@H](CO)[C@@H]2Cn3c(ccc(C4=CCCCC4)c3=O)[C@@H]21 | 3.6[25 µM]
CCNC(=O)c1cc(Cl)ccc1OC | 16.2
CCC(CC)C(=O)Nc1cccc(C(=O)NC(C)(C)C)c1 | 12.7
CC(=O)c1ccc(N2CCCCC2)c(F)c1 | -2.2
Cc1[nH]c2ccccc2c1C(=O)COC(=O)c1cccc(S(=O)(=O)N2CCCCC2)c1 | -10.7
CC(=O)N1CC[C@@H]2[C@@H](CO)Nc3ccc(-c4ccccc4)cc3[C@@H]21 | -14.2[25 µM]
c1ccc2oc(NC3=NCN(C4CCCCC4)CN3)nc2c1 | -22.0
Cc1cc(C)c2c(N)c(C(=O)N3CCc4ccccc4C3)sc2n1 | -0.6
O=C(Nc1ccc(F)c([N+](=O)[O-])c1)C(=O)c1c(O)[nH]c2ccccc12 | -11.6
O=C(NCC1CCN(C(=O)c2ccc([N+](=O)[O-])cc2)CC1)C(=O)Nc1ccccc1 | 10.0
O=C(NCCCN1CCN(c2ccccc2F)CC1)C1CCN(S(=O)(=O)c2cccs2)CC1 | 8.7

# New compounds follow
mol | CD40 NFkB inh
CC(=O)c1cccc(NC(=O)Nc2ccc3c(c2)CCC3)c1 | -63.8
CN(C)S(=O)(=O)Nc1ccccn1 | 12.4
CSc1ncccc1C(=O)OCC(=O)c1cc2ccccc2o1 | -1.8
CNC(=O)CN(c1ccc(C(C)C)cc1)S(C)(=O)=O | 9.1
CCCNC(=O)C1(C)CCCN(Cc2c(F)cccc2F)C1 (stereo not drawn) | 3.8
CCCS(=O)(=O)N1CCN(CC2CC3C=CC2C3)CC1 (stereo not drawn) | 6.3
O=C(CN1c2cccc3cccc(c23)S1(=O)=O)N1CCN(c2ccccc2)CC1 | 0.7
COc1cccc(C(=O)NCCS(=O)(=O)NC2CCCC2)c1 | 3.9
C/C=C/c1ccc2c(c1)O[C@H](CN(C)C(=O)Nc1ccc(OC)cc1)[C@@H](C)CN([C@H](C)CO)S2(=O)=O | -10.5[25 µM]
CCC(=O)N1CCCC1(C)C(=O)NCc1ccc(SC)cc1 (stereo not drawn) | 3.8
Cc1ccc(NC(=O)CN2C(=O)NC(Cc3ccccc3)C2=O)c(Br)c1 (stereo not drawn) | 12.1
O=C(NCCCc1ccccc1)c1ccc(-n2cncn2)c([N+](=O)[O-])c1 | -5.8
CCN(C(=O)COC(=O)c1c(C)nn(-c2ccccc2)c1Cl)c1c(N)n(Cc2ccccc2)c(=O)[nH]c1=O | 5.3
CC(=O)N(C)C[C@@H]1Oc2c(NS(C)(=O)=O)cccc2C(=O)N(C)C[C@H]1C | 2.7
COc1ccccc1NC(=O)N1C[C@H](O)COC[C@@H]2O[C@H](CC(=O)NCCc3ccncc3)CC[C@H]21 | -3.0[25 µM]
Cc1nn(-c2ccccc2)c2sc(C(=O)NCCN3CCOCC3)cc12 | -5.2
CC1N(C)c2cc(NC(=O)c3ccco3)c(P(=O)(Nc3ccc([N+](=O)[O-])cc3)N3CCOCC3)cc2C1(C)C (stereo not drawn) | 29.9
CC1=Nn2c(nnc2-c2ccco2)SC1 | 5.8
CC12CCC(C(=O)Nc3ccncc3)(CC1O)C2(C)C (stereo not drawn) | 1.6
Cc1cccn2c(=O)c(C=Nc3ccccc3)c(NCc3ccco3)nc12 | -12.7
COC(=O)c1[nH]c2c(c1C)C(=O)CC(c1cccs1)C2 (stereo not drawn) | 2.4
O=C(NCc1ccccn1)C1CCN(S(=O)(=O)N2CCC3(CC2)OCCO3)CC1 | 12.6
COc1ccccc1-c1cn(CC[C@@H]2CC[C@H](NC(=O)C3CCCC3)[C@H](CO)O2)nn1 | -2.5
CCCN1[C@@H]2c3ccc(-c4ccccc4)c(=O)n3C[C@H]1[C@H](CO)[C@H]2C(=O)NCC | -2.4[25 µM]
Cc1cc(C)cc(OCC(=O)N(C)CC(=O)Nc2ccc(N3CCOCC3)cc2)c1 | 3.3
O=C(COC(=O)c1cc(S(=O)(=O)N2CCOCC2)ccc1F)Nc1ccc2c(c1)OCO2 | 8.9
COc1cccc(C(=O)NNC(=O)c2sccc2-n2cccc2)c1 | 14.5
CCOc1ccc(NC(=O)COC(=O)c2cc([N+](=O)[O-])ccc2N2CCOCC2)cc1 | -5.2
CNC(=O)NC(=O)COC(=O)CCCOc1ccc(OC)cc1 | -14.6
C[C@H](NC(=O)N(C)C[C@@H]1OCc2ccccc2-c2c(n(C)c3ccccc23)C(=O)N([C@@H](C)CO)C[C@@H]1C)c1ccccc1 | 5.9
N#C[C@@H]1[C@@H](c2ccc(C3=CCCCC3)cc2)[C@H](CO)N1C(=O)c1ccccn1 | -19.2
CCc1cccc(C)c1NC(=O)CC(C)(C)CC(=O)O | 10.2
Cc1c(CN(C)C(=O)c2nn(C)cc2[N+](=O)[O-])cnn1C | 1.7
CCCCn1c(N)c(N(CC)C(=O)c2cc3c(s2)CCCCC3)c(=O)[nH]c1=O | 4.0
COc1ccc(CCN2CNc3c(c(=O)n(C)c(=O)n3C)C2)cc1OC | -3.0
O=C(COc1ccc(-c2nnco2)cc1)Nc1c(F)cccc1F | -20.2
Cc1cc(C)n(-c2nc3ccccc3nc2N2CCN(C(=O)c3ccccc3)CC2)n1 | -3.4
O=S(CC1CC1(Cl)Cl)CC1CC1(Cl)Cl (stereo not drawn) | 1.8
Cc1ccn2c(CNC(C)c3cn(C)nc3C)c(C(=O)N3CCCCCC3)nc2c1 (stereo not drawn) | 25.4
C[C@@H]1CN([C@H](C)CO)C(=O)c2c(c3ccccc3n2C)-c2ccccc2CO[C@@H]1CN(C)Cc1ccccc1C(F)(F)F | 10.4[25 µM]
Cc1noc(C)c1C(=O)OC(C)C(=O)N(C)c1ccccc1 (stereo not drawn) | 2.2
O=C(NC1C(=O)NNC1c1ccccc1)c1ccccc1 (stereo not drawn) | -27.4
Cc1ccc([N+](=O)[O-])c2c1C(N1CC(C)OC(C)C1)C(C)(C)O2 (stereo not drawn) | 10.9
O=C(COC(=O)CN1C(=O)C2CCCCC2C1=O)NCc1ccc(Cl)cc1Cl (stereo not drawn) | 10.3
CC(NC(=O)c1ccccc1Cl)C(=O)O (stereo not drawn) | 1.4
COc1cccc(C(=O)Nc2ccc3c(c2)C(=O)N(C)[C@@H]2CC[C@@H](CC(=O)N[C@H](C)c4ccccc4)O[C@H]2CO3)c1 | 13.9[25 µM]
CN(C)C(CNC(=O)c1ccc(C(=O)c2ccccc2)cc1)c1ccccc1 (stereo not drawn) | -4.1
O=C(c1ccccc1)c1ccc(OCC(O)CN2CCCCC2)cc1 (stereo not drawn) | -0.6
CCS(=O)(=O)N1[C@H](C#N)[C@@H](c2ccc(C#CC(C)C)cc2)[C@@H]1CO | 1.0[25 µM]
CC(=O)c1sc(-c2ccc(Cl)cc2)nc1C | -61.3
Clc1ccc(-c2cnc3n2CCCCC3)cc1 | -2.8
CNC[C@H]1OCCCC[C@@H](C)Oc2ccc(NS(=O)(=O)c3ccc(F)cc3)cc2C(=O)N([C@H](C)CO)C[C@@H]1C | -22.5[25 µM]
COc1ccc(OC(=O)c2cnn(-c3ccccc3)c2C)cc1 | -75.3
COc1cccc(-c2ccc3c(c2)[C@@H]2[C@@H](CCN2S(=O)(=O)c2ccccc2F)[C@H](CO)N3)c1 | 8.8[25 µM]
CC(C)[Si]1(C(C)C)OCC2OC(n3cnc4c(N)ncnc43)C(N)C2O[Si](C(C)C)(C(C)C)O1 (stereo not drawn) | 14.8
CCC(=O)N1CC2(CN(C(C)=O)C2)c2c([nH]c3cc(OC)ccc23)[C@H]1CO | -3.4[25 µM]
Cc1ccccc1C(=O)Nc1ccnn1C1CCN(C(=O)c2ccoc2)CC1 | 2.0
CCC1(C)Cc2ccccc2-c2[nH][nH]c(=O)c21 (stereo not drawn) | -1.5

# An excerpt; rates above refer to the full screens.
